TDP1 cell noCPT: qHTS for Inhibitors of human tyrosyl-DNA phosphodiesterase 1 (TDP1): qHTS in cells in absence of CPT | 420,000 tested, 15% active | AID 686978, 2013 | Potency, µM (highest dose often 46.2 µM), for the others: top-dose activity change, negative = growth inhibition, usual class: inhibitors | DT40 Tdp1-/- hTDP1 cells, no CPT, ATP luminescence, 48 h; further: nearly all actives have a fitted effect of over 55% in size
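No-CPT arm: Tdp1-/-;hTDP1 DT40 cells (400/well) plus compounds, incubated ≥48 hr at 37 °C. Readout CellTiter-Glo luminescence.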
TDP1 inh: TDP1 (human) enzyme inhibition; Q9NUW8; recombinant TDP1, AlphaScreen DNA substrate cleavage; Potency, µM (top dose mostly 130 µM), without a hit: at the highest dose activity change, negative = inhibition, actives largely listed as inhibitors; 350,000 tested, 0.28% active; further: nearly all actives have a fitted effect of over 40% in size
Target sequence (Q9NUW8 whole entry, looked up): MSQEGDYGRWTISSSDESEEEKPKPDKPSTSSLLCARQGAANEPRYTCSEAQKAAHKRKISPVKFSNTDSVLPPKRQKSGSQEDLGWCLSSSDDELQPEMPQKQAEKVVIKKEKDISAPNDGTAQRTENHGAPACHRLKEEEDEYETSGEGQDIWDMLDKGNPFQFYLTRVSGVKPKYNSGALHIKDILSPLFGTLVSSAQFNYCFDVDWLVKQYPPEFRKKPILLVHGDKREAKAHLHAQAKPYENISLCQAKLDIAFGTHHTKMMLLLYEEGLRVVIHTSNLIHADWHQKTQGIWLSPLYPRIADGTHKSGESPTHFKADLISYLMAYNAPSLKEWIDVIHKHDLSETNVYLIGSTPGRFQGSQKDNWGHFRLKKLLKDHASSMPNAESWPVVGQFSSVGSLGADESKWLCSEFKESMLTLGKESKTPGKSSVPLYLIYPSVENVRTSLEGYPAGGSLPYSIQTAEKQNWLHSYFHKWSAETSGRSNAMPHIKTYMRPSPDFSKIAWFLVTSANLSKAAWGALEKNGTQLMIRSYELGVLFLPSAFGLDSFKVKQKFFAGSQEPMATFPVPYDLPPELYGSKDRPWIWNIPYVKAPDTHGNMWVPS
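Recombinant E. coli-expressed Tdp1 (1 nM) preincubated with compound 15 min at RT, then 5'-biotin/3'-phosphotyrosine-FITC DNA substrate (15 nM) added for 5 min. AlphaScreen beads (10 ug/ml) added, 10 min RT; tyrosine-FITC cleavage read as signal loss.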
TDP1 cell CPT: DT40-hTDP1 cell growth loss with CPT; chicken DT40 Tdp1-/-;hTDP1 cells + 20 nM CPT, ATP luminescence, 48 h; Potency, µM (highest dose often 46.2 µM), inactives show at the highest dose activity change, negative = growth inhibition, most hits filed as inhibitors; 420,000 tested, 12% active; AID 686979; further: nearly all actives have a fitted effect of over 55% in size
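Chicken DT40 Tdp1-/- cells complemented with human TDP1, 400 cells/well, exposed to compounds plus 20 nM camptothecin for at least 48 h at 37 C; viability read as ATP content by CellTiter-Glo luminescence.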
The depositor's hits bear a star; ? = inconclusive; . = not tested or not shown; & = joins results of further samples; [ ] = another dose, or the depositor's remark. The call rests on the fitted dose curve; in most records, active means well fitted curve in the direction sought with a large enough effect; inconclusive means small, poorly fitted or top-dose-only effect, or another doubt; inactive means no such curve, though single readings can be large; an effect the other way counts as inactive or inconclusive. On the % scale 0 is the no-effect control and ±100 the full control effect; potency means the concentration at half of the fitted maximal effect. Compounds as they come; any-hit rate near 18%.

SMILES	TDP1 cell noCPT	TDP1 inh	TDP1 cell CPT
CC[C@]1(C(=O)OC)[C@H]2C(=O)N(C)C(=O)[C@H]2[C@H]2CN=C(SCc3ccc(C(=O)OC)cc3)N21	-28%	0%[56.1 µM]	?
COc1ccccc1C1C([N+](=O)[O-])=CC([N+](=O)[O-])=CN1C (stereo not given)	?	0%	?
CCOc1ccc(-c2nc(SC(C(C)=O)C(=O)N(C)C)c3c(=O)n(C)c(=O)n(C)c3n2)cc1 (stereo not given)	-18%	3%	-5%
CC(=O)N1CC=CC1(C)C(=O)O (stereo not given)	-14%	0%&0%	-7%
CCOc1ccccc1N1CC(c2nc3ccccc3n2CCOc2ccc(OC)cc2)CC1=O (stereo not given)	18µM*	5%	?
CCn1cc(-c2ccnc3cc(C(=O)O)nn23)c(C)n1	-11%	-3%	2%
O=C(CNC(=O)c1ccc(Br)cc1)NC1=NCCS1	-7%	7%	12%
COCC(=O)N1CCC(Oc2ccc(C(=O)NCCCC3CCCC3)cc2)CC1	18µM*	5%	13µM*
CCCCSc1cc(C)nc2ncnn12	-7%	4%	-3%
O=C(OC(C(=O)N1CCOCC1)c1ccccc1)c1c2c(nc3ccccc13)CCCC2 (stereo not given)	14µM*	.	?
Cc1nn(C(C)(C)C)c(OC(=O)c2cccs2)c1S(=O)(=O)c1ccccc1	?	9%	-25%
CCSc1nnc(CNC(=O)C23CC4CC(CC(C4)C2)C3)n1Cc1ccccc1	?	2%	?
COC(=O)CC1Oc2ccccc2-n2cc(-c3ccc(Cl)cc3)nc21 (stereo not given)	1.8µM*	5%	7.3µM*
O=C(NNC(=O)c1ccc(Cl)nc1)c1ccncc1	4%	-1%[56.1 µM]	1%
CCCCC1=CC2=C(c3ccco3)C(=O)C(C)(OC(=O)c3ccc(OC)cc3)C(=O)C2=CN1c1ccccc1 (stereo not given)	?	4%[21 µM]	23µM*
O=C(c1ccc(Cl)cc1Cl)N1CCc2ccccc21	?	.	?
O=C(Cc1cccs1)N(Cc1cccs1)C1(C(=O)NC2CCCCC2)CCCCC1	16µM*	-5%	26µM*
COc1ccc(NC(=O)C2C3CCC(O3)C2C(=O)O)cc1OC (stereo not given)	22%	2%	-4%
CCOC(=O)C(C(=O)OCC)[C@@H]1CS(=O)(=O)C[C@H]1C(C(=O)OCC)C(=O)OCC	-23%	7%	-3%
O=C(NCc1ccccc1)NS(=O)(=O)c1ccccc1Cl	-1%	9%	2%
CC(=O)Nc1ccc(NC(=O)CSc2nnc(C)c(=O)[nH]2)cc1	10%	-12%	3%
COc1ccc(Cl)cc1NC(=O)CSc1nnc(C2CC2)n1N	-3%	11%	-1%
O=[N+]([O-])c1ccc(Cl)c(S(=O)(=O)Nc2cccc(-c3ccc(N4CCOCC4)nn3)c2)c1	-1%	0%[0.505 µM]	0%
C[C@H](NC(=O)c1nc[nH]c1C(=O)NCc1ccccc1)C(=O)OC(C)(C)C	?	8%	?
NC(=O)COC(=O)c1ccc2c(c1)S(=O)(=O)c1ccccc1C2=O	-7%	5%	-3%
O=S1(=O)CCOCCCN1Cc1ccccc1F	?	.	-15%&-6%
COc1cc(-c2noc(C)c2/C=C/c2cccc([N+](=O)[O-])c2)cc(OC)c1OC	1.6µM*	.	1.3µM*
CN(C)c1cccc(CNC(=O)c2csc([C@@H]3C[C@H](O)[C@@H](CO)O3)n2)c1	2%	.	-18%
COc1cc(Cl)c(C)cc1NC(=O)CN(C)Cc1cccc(OC)c1OC	?	1%	?
CC1CCc2c(sc(NC(=O)c3ccc(Cl)cc3Cl)c2C#N)C1 (stereo not given)	?	-1%[2.28 µM]	?
CCc1ccc(N2CN(Cc3ccco3)CNC2=S)cc1	?	3%	18%
Cc1ccc2c(c1)C(C)CC(C)(C)N2C(=O)CN1CCN(C)CC1 (stereo not given)	?	-7%	?
Cc1cccc(N(CC(N)=O)C2SC(=O)N(Cc3cccc(C(=O)O)c3)C2=O)c1 (stereo not given)	-5%	.	-1%
O=C(c1cccc(Cl)c1Cl)N1CCN(c2ccccn2)CC1	-14%	3%	-11%
Cc1cc(NC(=O)CSc2ccc(-c3ccc(Br)cc3)nn2)no1	-1%	0%	0%
CCOC(=O)c1[nH]c(=O)[nH]c1CN(Cc1ccco1)Cc1[nH]c(=O)[nH]c1C(=O)OCC	13%	3%	2%
COc1ccc(CN2[C@@H](CC(C)=O)c3cc(C(F)(F)F)ccc3S2(=O)=O)cc1	21µM*	.	16µM*
Clc1ccc(Nc2nc(-c3ccccc3)c3ccccc3n2)c(Cl)c1	-1%	-2%[12.3 µM]	-9%
CC(C)NC(=O)[C@@H]1C[C@@H](Sc2ccccn2)CN1C1CCN(C)CC1	-10%	.	6%
CC1(C)O[C@@H]2[C@H](O1)[C@@H](CO)O[C@H]2n1cc(Br)c(=O)[nH]c1=O	7%	0%	-3%

Compounds from the list above that contain an NH in an aromatic ring:
SMILES	TDP1 cell noCPT	TDP1 inh	TDP1 cell CPT
CC(=O)Nc1ccc(NC(=O)CSc2nnc(C)c(=O)[nH]2)cc1	10%	-12%	3%
C[C@H](NC(=O)c1nc[nH]c1C(=O)NCc1ccccc1)C(=O)OC(C)(C)C	?	8%	?
CCOC(=O)c1[nH]c(=O)[nH]c1CN(Cc1ccco1)Cc1[nH]c(=O)[nH]c1C(=O)OCC	13%	3%	2%
CC1(C)O[C@@H]2[C@H](O1)[C@@H](CO)O[C@H]2n1cc(Br)c(=O)[nH]c1=O	7%	0%	-3%

Further results follow.
SMILES	TDP1 cell noCPT	TDP1 inh	TDP1 cell CPT
COc1cc(/C=C/C(=O)OCC(=O)Nc2ccc3c(c2)OCO3)ccc1O	-26%	1%	?
COc1ccc(OC)c2[nH]c(=O)c(CCNC(=O)C(=O)c3c(C)[nH]c4ccccc34)cc12	?	8%	?
O=C(COc1ccccc1)Nc1cc(C(F)(F)F)ccc1N1CCCC1	?	-1%	?
O=C(Nc1cccc(S(=O)(=O)N2CCCCC2)c1)C1CCC1	-13%	5%	-17%
O=C(COC(=O)c1cc(S(=O)(=O)N2CCOCC2)ccc1F)NC1CC1	?	1%	14%
CCOC(=O)C(C)Oc1ccc(NC(=O)C(Cl)Cl)cc1 (stereo not given)	-2%	.	21%
Cc1ccccc1OC(=O)c1cccnc1	-18%	.	3%
COc1ccccc1CNC(=O)COC(=O)c1cc(S(=O)(=O)N2CCOCC2)ccc1Cl	?	.	-8%
O=C(/C=C/c1ccco1)Nc1nnc(-c2ccco2)s1	?	-5%	?
CC(=O)N1CCN(C(=O)CNc2cc(C(F)(F)F)ccc2OCC(F)(F)F)CC1	-12%	2%	-6%
CN(C)CC(=O)Nc1ccc2c(c1)[C@H]1C[C@H](CC(=O)NCc3ccc4c(c3)OCO4)O[C@H](CO)[C@H]1O2	-15%	.	-3%
Cc1ccccc1NC(=O)C(C)N1C(=O)c2ccccc2C1=O (stereo not given)	-28%	.	-33%
O=C(CSc1nnc(-c2cccc(S(=O)(=O)N3CCCCC3)c2)o1)c1ccc[nH]1	-13%	1%	?
CCN1C(=NCCOC)N[C@@H](c2cccc(C(F)(F)F)c2)C(C(=O)OC)=C1C	18µM*	0%	21µM*
COc1ccc(OC)c(S(=O)(=O)NC2CCCCNC2=O)c1 (stereo not given)	0%	.	-5%
O=C(Nc1c(-c2ccccc2)nc2c(Br)cc(Br)cn12)c1ccco1	-16%	0%	-11%
CCC(=O)C1=C(c2ccc(OC)c(OC)c2)N(C(=O)CC)n2c(nnc2-c2ccc(C)cc2)S1	-25%	0%	-3%
OC(COCc1ccccc1F)CN1CCCCC1 (stereo not given)	0%	.	-10%
C(=NNc1nnn(Cc2ccccc2)n1)c1ccccc1	?	.	?
O=C(c1cc(C2CC2)on1)N1CCN(c2ccc(F)cc2)CC1	?	0%	-13%
CC(=O)c1c(C)oc2ccc(N(C(=O)Oc3ccccc3)S(=O)(=O)c3ccccc3)cc12	10µM*	2%[12.3 µM]	?
O=C(COC(=O)c1ccccc1)NCCCCc1ccccc1	?	.	-11%
Cc1cc(Cl)ccc1OCc1n[nH]c(=S)n1C1CCCCC1	?	5%	-18%
O=C(COC(=O)c1sc2ccccc2c1Cl)Nc1ncc(Cl)cc1Cl	-28%	-3%	7%
CCCCn1c(N)c(N(CCC(C)C)C(=O)c2cccc(N3C(=O)c4ccccc4C3=O)c2)c(=O)[nH]c1=O	-19%	.	-3%
COc1ccc(NC(=O)c2ccc(-c3nc(CSc4ccccc4)c(C)o3)cc2)c(OC)c1	-27%	3%	-7%
Cc1cc(C)n(CC(O)COc2ccc(Cl)cc2Cl)n1 (stereo not given)	21µM*	.	?
CC(C)=C1C2CCC1C1C(=O)N(CCc3ccccc3)C(=O)C21 (stereo not given)	-1%	6%	0%
CCOC(=O)CSc1cc(CS(C)(=O)=O)nc(-c2ccccn2)n1	3%	0%	8%
Cc1ccc(Nc2nc(Nc3ccc(C)cc3)nc(SC3=NCCS3)n2)cc1	18µM*	11%	?
CN(O)/C=C1\C(=O)Nc2ccccc21	-31%	-5%	-9%
CCCN(CCC)C(=O)c1ccc2c(=O)n(Cc3ccco3)c(=S)[nH]c2c1	-17%	0%	?
Cc1ccc(CCNC(=O)CCNS(=O)(=O)c2ccc3c(c2)oc(=O)n3C)cc1	-23%	0%	-24%
O=S(=O)(NCC1CCCO1)c1ccccc1F (stereo not given)	-1%	-3%	-2%
C=CCNC(=S)NNC(=O)c1ccc(OC(C)C)cc1	9%	5%	-8%
O=C(O)CC(NC(=O)C1CCCCC1)c1cc([N+](=O)[O-])ccc1Cl (stereo not given)	4%	1%	-2%
CC(=O)c1ccc(N(C(=O)c2csnn2)C(C(=O)NC(C)(C)C)c2cccs2)cc1 (stereo not given)	?	0%	-9%
O=C(C1CCCN(S(=O)(=O)c2ccccc2)C1)N1CCCc2ccccc21 (stereo not given)	18µM*	-5%	?
Cc1cc(NC(=O)Cn2nc(C(F)(F)F)c3c2CCC3)n(-c2ccccc2)n1	-9%	2%	-7%
COc1ccc2c(c1)c1c(c(=O)n(Cc3ccccc3)c(=O)n1CC(=O)Nc1cc(C)cc(C)c1)n2C	-25%	0%	?

Overlap with the part before: 6 compounds, followed by the next part.
SMILES	TDP1 cell noCPT	TDP1 inh	TDP1 cell CPT
C=CCNC(=S)NNC(=O)c1ccc(OC(C)C)cc1	9%	5%	-8%
O=C(O)CC(NC(=O)C1CCCCC1)c1cc([N+](=O)[O-])ccc1Cl (stereo not given)	4%	1%	-2%
CC(=O)c1ccc(N(C(=O)c2csnn2)C(C(=O)NC(C)(C)C)c2cccs2)cc1 (stereo not given)	?	0%	-9%
O=C(C1CCCN(S(=O)(=O)c2ccccc2)C1)N1CCCc2ccccc21 (stereo not given)	18µM*	-5%	?
Cc1cc(NC(=O)Cn2nc(C(F)(F)F)c3c2CCC3)n(-c2ccccc2)n1	-9%	2%	-7%
COc1ccc2c(c1)c1c(c(=O)n(Cc3ccccc3)c(=O)n1CC(=O)Nc1cc(C)cc(C)c1)n2C	-25%	0%	?
COC(=O)c1ccccc1NC(=O)c1cnn2c(C(F)F)cc(C3CC3)nc12	15µM*	9%	?
Cc1cccc(C(O)c2ncc(-c3cccc(C(F)(F)F)c3)[nH]2)c1C (stereo not given)	?	.	?
O=C(c1cc(Cl)cc(Cl)c1)N1CCC2CC1c1cc(-c3ccc4c(c3)OCO4)ccc12 (stereo not given)	?	.	?
CCN(CC)c1ccc2c(c1)OC(N)=C(C#N)C2c1cccnc1 (stereo not given)	0.037µM*	4%	0.021µM*
CCCC1(c2ccccc2)NC(=O)N(CC(=O)Nc2cc(C)ccc2OC)C1=O (stereo not given)	-28%	2%	4%
COc1cc(/C=C/c2ccc3ccccc3n2)cc(OC)c1OC	0.071µM*	.	0.16µM*
